Screening results: PubChem, Broad Institute
esBAF inh: inhibitors of esBAF chromatin remodeling in mouse ES cells. reporter increase, % at 12.5 µM. 350,000 tested, 2% active. AID 602393. Bmi1-luciferase knock-in reporter, 24 h; 100% = twice the neutral-well signal; in the data active means activation above about 40%; inconclusive means no clear call, values can overlap the other calls;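 further: 0% = median of the plate's neutral control wells and 100% = double that signal; a rise in the Bmi1 reporter signal indicates esBAF inhibition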
FN deposition inh: fibronectin deposition inhibition; AH1F fibroblasts, Alexa488-fibronectin deposition fluorescence, overnight; inhibition, % at 12.6 µM; 350,000 tested, 0.086% active;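 active means mean inhibition across replicates of 30% or more, regardless of how many single replicates reach that level; inconclusive means mean under 30% yet at least half of replicates reach 30%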;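 further: positive control wells lacked labelled fibronectin entirely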
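Material: AH1F fibroblasts assembling fluorescent fibronectin matrix; amount: 10000 AH1F cells/well; medium: DMEM, 2% serum; reagent: Alexa488-fibronectin, 24 nM final in well; dosing: single compound dose, delivered by pin transfer; incubation: 1 h adhesion, overnight exposure; detection: fluorescence after three HBSS washes, excitation 485 nm, emission 525 nm; measure: fibronectin deposition inhibition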
S100A4 MyoIIA: S100A4-myosin IIA interaction inhibition; P26447; S100A4/TAMRA-MyoIIA peptide fluorescence polarization; inhibition, % at 10.7 µM; 360,000 tested, 0.14% active;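 active means mean inhibition of at least 70% across replicates, with every replicate also reaching that level; inconclusive means mean inhibition reaches 70% but some replicates fall short; inactive means mean inhibition below 70%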
Target sequence (P26447 whole entry, looked up): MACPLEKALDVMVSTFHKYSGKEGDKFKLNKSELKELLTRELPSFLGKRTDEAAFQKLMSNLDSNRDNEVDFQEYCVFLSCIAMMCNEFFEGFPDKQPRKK
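Material: S100A4 monomer protein / Buffer or medium: 50 mM HEPES pH 7.2, 10 mM CaCl2, 100 mM KCl / Times: 5 min incubation before reading / Benchmarks: neutral control DMSO, positive control TFP / Reagent: labelled myosin peptide probe, 5 nM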
Casp6 inh: inhibitors of human caspase-6; inhibition, % at 12.5 µM; AID 686996; purified caspase-6, Z-VEID-R110 cleavage fluorescence; P55212; 350,000 tested, 0.53% active;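 active means mean inhibition across replicates at least about 35%, with every replicate also reaching that limit, limit read from the data; inconclusive means only one of the two criteria met; inactive means neither criterion met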;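 further: 0% = median of neutral control wells and 100% = no fluorescence left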
Target sequence (P55212 24-179 limits assumed): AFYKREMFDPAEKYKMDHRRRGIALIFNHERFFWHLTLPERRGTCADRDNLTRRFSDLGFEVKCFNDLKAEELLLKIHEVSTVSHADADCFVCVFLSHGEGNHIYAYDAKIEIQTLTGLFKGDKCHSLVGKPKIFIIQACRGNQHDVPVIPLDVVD
Target sequence (P55212 194-293 limits assumed): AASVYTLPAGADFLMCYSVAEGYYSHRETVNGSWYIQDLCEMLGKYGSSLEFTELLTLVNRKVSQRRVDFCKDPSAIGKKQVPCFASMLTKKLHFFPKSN
SIRT5 block: blocks human SIRT5 desuccinylation of peptide; Q9NXA8; AID 652115; Purified SirT5, succinyl-peptide AMC, trypsin-coupled fluorescence; 330,000 tested, 1.1% active; inhibition, % at 15 µM; in the data active means inhibition above about 15%; inconclusive means no clear call, values can overlap the other calls
Target sequence (Q9NXA8 whole entry, looked up): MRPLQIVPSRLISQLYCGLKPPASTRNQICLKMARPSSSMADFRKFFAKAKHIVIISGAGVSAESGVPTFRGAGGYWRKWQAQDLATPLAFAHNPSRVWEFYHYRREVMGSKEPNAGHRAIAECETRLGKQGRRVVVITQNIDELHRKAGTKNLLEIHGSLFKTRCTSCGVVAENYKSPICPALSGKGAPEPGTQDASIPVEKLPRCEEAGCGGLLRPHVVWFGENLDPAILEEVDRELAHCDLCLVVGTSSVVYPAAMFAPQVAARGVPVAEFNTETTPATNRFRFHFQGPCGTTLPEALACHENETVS
C2C12 statin: suppression of simvastatin myotoxicity; 330,000 tested, 0.78% active; C2C12 myotubes + simvastatin, ATP luminescence, 48 h; scaled: DMSO 0, geranylgeraniol control 100; rescue of ATP level, % at 7.49 µM;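 active means mean ATP rescue above about 67%, or every replicate alone reaching that limit, limit read from the data, passing the limit was not always enough; inconclusive means no clear call, values can overlap the other calls; inactive means mean under the limit and some replicate under it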;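 further: myotubes were challenged with 10 µM simvastatin during compound exposure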
LGR2 inh: inhibitors of bursicon-induced Drosophila LGR2 receptor cAMP signaling | HEK293 LGR2, CRE-luciferase, bursicon-stimulated, 4 h | inhibition, % at 9.99 µM | 380,000 tested, 0.35% active;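 active means drop in luminescence signal, shown as inhibition above about 50% in the replicate tests, limit read from the data, passing the limit was not always enough; inconclusive means probably only some replicates passing the limit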;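 further: agonist challenge used bursicon conditioned medium at about half maximal strength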
* hit, by the source's call; ? = inconclusive; · = no result given. An excerpt, so the mix of outcomes need not match the whole.

Molecule	S100A4 MyoIIA	SIRT5 block	esBAF inh	FN deposition inh	C2C12 statin	Casp6 inh	LGR2 inh
C[C@@H]1CN([C@H](C)CO)C(=O)Cc2cc(NC(=O)C3CC3)ccc2O[C@@H]1CN(C)C(=O)Nc1ccc(F)cc1	7.3	2.8	-16.2	·	-4.9	-0.4	15.4
Cc1ccccc1N1CCN(CCC(=O)Nc2ccc(F)cc2)CC1	0.1	7.6	0.6	0.6	-10.8	1.2	-5.1
Cn1c(=O)n(C)c2cc(C(=O)Nc3ccc4c(c3)OCO4)ccc21	-4.0	-4.9	12.1	·	0.1	2.3	-39.4
COc1cccc(NC(=O)C2CCN(S(=O)(=O)c3ccc4c(c3)NC(=O)CO4)CC2)c1	-2.4	2.6	-8.4	9.6	-35.6	0.0	6.3
CCCNC(=O)[C@H]1[C@H](CO)[C@H]2Cn3c(ccc(/C=C/c4ccccc4)c3=O)[C@@H]1N2C(=O)c1cccnc1	1.3	-92.9	-3.0	·	-15.6	-7.1	-7.2
COCCC(=O)NC1CCCc2c1cnn2-c1cccc(C)c1C (stereo not given)	0.7	-7.7	1.0	-4.4	14.3	-0.8	3.8
Cn1c(=O)c2c(nc(NN=C3CCCCC3)n2C)n(C)c1=O	2.8	-0.2	·	·	·	3.1	30.5
CCCNC(=O)[C@H]1[C@H](CO)[C@H]2Cn3c(ccc(-c4ccccc4OC)c3=O)[C@H]2N1S(C)(=O)=O	9.1	-13.9	·	·	·	-0.2	-1.2
O=C(Nc1cccc(-c2ccc(N3CCOCC3)nn2)c1)c1ccccc1Cl	4.3	-2.0	54.1*	-8.6	-3.8	4.4	-62.4
CC(=O)NS(=O)(=O)c1ccc(NC(=O)CSc2ccccc2)cc1	-0.1	-5.8	3.1	12.7	-5.9	0.4	4.0
C[C@@H]1CN([C@H](C)CO)C(=O)c2cc(NC(=O)Cc3ccccc3)ccc2O[C@@H](C)CCCCO[C@H]1CN(C)Cc1ccc(C(=O)O)cc1	2.5	-0.8	6.2	·	·	2.8	20.1
CCCCN(C(=O)NCCCCCCNC(=O)N(CCCC)C1CCS(=O)(=O)C1)C1CCS(=O)(=O)C1 (stereo not given)	-3.0	-0.6	2.6	5.6	1.7	0.6	5.8
CCOC(=O)CNC(=O)N1CCc2ccc(NC(=O)c3ccccc3Cl)cc2C1	-1.1	-1.0	11.8	5.6	6.3	-2.0	-14.8
CO[C@@H]1CN(C)C(=O)c2ccc(NC(=O)C3CC3)cc2OC[C@@H](C)N(Cc2ccncc2)C[C@@H]1C	12.0	-0.8	-20.7	-13.6	6.4	-2.6	0.5
C[C@@H]1CN([C@H](C)CO)C(=O)c2cc(-c3cccc(C#N)c3)cnc2O[C@H]1CN(C)Cc1cncnc1	1.5	-6.6	0.7	6.2	-8.0	3.0	3.3
CO[C@H]1CN(C)C(=O)c2ccc(NS(=O)(=O)CC(F)(F)F)cc2OC[C@H](C)N(Cc2cccnc2)C[C@@H]1C	-20.3	14.1	-0.2	0.2	-2.2	-1.3	-15.9
Cc1cn([C@H]2C[C@H](O)[C@@H](CNCc3ccccc3OCCCN3CCOCC3)O2)c(=O)[nH]c1=O	-4.4	-0.9	-6.0	-2.5	3.9	-6.0	-4.7
CCN(CC)c1ccc(S(=O)(=O)N2CCOCC2)cc1NC(=O)CSC(=S)N1CCCC1	1.0	2.1	-6.1	-5.9	-7.3	0.1	-5.0
C[C@@H]1CN([C@@H](C)CO)C(=O)CCCn2cc(nn2)CO[C@@H]1CN(C)S(=O)(=O)c1cccc(F)c1	·	-3.9	3.2	-2.8	-0.1	·	21.2
CNC[C@@H]1OCCCC[C@H](C)Oc2ccc(NC(=O)Nc3c(C)noc3C)cc2C(=O)N([C@@H](C)CO)C[C@H]1C	-0.4	4.0	0.9	·	25.2	0.0	-1.8
COc1ccc(N2CC(C(=O)Nc3c4c(nn3-c3ccc(OC)cc3)CS(=O)(=O)C4)CC2=O)cc1 (stereo not given)	2.8	2.7	10.3	·	-4.7	3.4	-0.6
CC(C)NC(=O)N[C@@H]1CC[C@H](CC(=O)O)O[C@H]1CO	5.4	3.5	-0.5	10.1	-0.8	1.2	10.0
O=C(NNc1cc(N2CCCC2)nc(N2CCCC2)n1)c1ccc([N+](=O)[O-])cc1	-1.7	-1.2	·	-15.8	·	-0.1	13.1
C[C@H](CO)N1C[C@H](C)[C@@H](CN(C)C(=O)Cc2ccccn2)Oc2ncc(-c3ccccc3)cc2C1=O	-11.0	-6.9	-0.8	-6.0	16.3	0.2	-8.7
CN(CCN1CCOCC1)C(=O)c1cc(COc2ccc(F)c(F)c2)on1	-2.3	-5.2	12.5	0.3	-3.2	-1.9	-1.0
CC(NC(=O)C(=O)N/N=C\c1ccc([N+](=O)[O-])cc1)c1ccccc1 (stereo not given)	-5.2	-5.2	·	-8.9	·	0.1	0.6
Cn1c2c(c(=O)n(C)c1=O)CN(Cc1ccccc1)CN2	-1.4	·	-0.7	-8.2	1.5	-0.7	-2.8
Cc1ccc([C@@H]2CC=C(C(=O)O)[C@H](c3ccc(Cl)cc3)N2S(=O)(=O)c2ccccc2C)cc1	4.4	6.5	-0.8	-0.6	-1.3	10.9	3.4
CCOc1ccc(NC(=O)COc2ccc(C(=O)NCC3CCCO3)cc2OC)cc1 (stereo not given)	-0.9	-0.2	-2.3	-2.7	2.1	-12.2	-3.6
COC(=O)C(C)n1nc(C)n(-c2ccc(C)cc2)c1=O (stereo not given)	·	·	6.9	-5.4	5.8	·	·
COC(=O)/C(=C/c1cccc([N+](=O)[O-])c1)NC(=O)c1ccc(OC)cc1	-29.9	-1.9	?	0.1	-0.6	8.5	-39.8
CN(C)c1ccc2c(c1)[C@@H]1C[C@@H](CC(=O)NCc3ccccc3F)O[C@@H](CO)[C@@H]1O2	21.0	-1.7	-5.7	·	2.9	·	6.9
O=C(CC1CC1)N1CC[C@@H]2[C@@H](CO)Nc3ccc(-c4cccc(F)c4)cc3[C@@H]21	-1.6	1.4	-4.2	15.6	1.0	-1.5	-10.8
CC(=O)c1cc(C#N)c(SCC(=O)OC(C)(C)C)nc1C	·	·	13.0	·	-26.0	·	38.1
COc1ccc(C(CNC(=O)CCNC(=O)c2ccccc2Cl)N2CCCC2)cc1 (stereo not given)	-1.8	-1.0	-2.4	1.5	8.8	-0.5	-1.5
O=c1c2[nH]cnc2n(-c2ccccc2)c(=O)n1Cc1ccccc1	1.3	3.2	-13.6	2.6	8.1	1.1	-32.1
CC(C)(CC(=O)O)CC(=O)O	-3.7	-3.8	-3.4	17.3	10.1	3.0	-8.3
CN(C)CCCNc1nc2cc(-c3ccccc3CO)sc2c(=O)n1C	-1.4	-1.0	-2.2	·	20.8	-0.2	·
CCCCCCCCCCCCNC[C@@H]1CSCCS(=O)(=O)N1	-4.0	-4.6	·	5.3	·	-1.9	-12.0
O=C(c1cccc(C(F)(F)F)c1)N1CCOc2ccccc21	0.8	-2.7	-4.2	4.3	-4.4	-3.0	-0.4
C/C(=N\NC(=O)c1ccc(Br)cc1)c1cccnc1	-10.4	-4.6	26.9	-0.4	-6.4	-3.8	-31.9
COc1ccc(Cl)cc1C(=O)NCC(=O)OCc1ccccc1	-6.4	-2.8	-4.5	-1.4	-3.9	-8.3	-9.3
C/C=C/c1ccccc1[C@@H]1[C@H](C#N)N(C(=O)Cc2ccccn2)[C@H]1CO	-1.0	-0.5	·	-0.9	·	-0.5	-7.0
Nc1cc(=O)[nH]c(SCC(=O)Nc2cccc(Cl)c2)n1	·	·	-3.9	2.6	-2.4	·	·
CCOC(=O)CSc1nc(C(C)C)nc2ccccc12	·	·	-0.4	3.2	3.4	·	·
OC[C@@H]1[C@@H](c2ccc(Br)cc2)[C@H]2CN(Cc3cncnc3)CCCCN12	14.4	-1.3	3.1	·	-3.4	-0.4	4.9
COc1cc(C(=O)OCC(=O)NCCC2=CCCCC2)cc(OC)c1OC	0.5	-0.4	-6.4	-1.2	-9.4	1.1	13.9
CCOC(=O)C(NCc1ccccc1)(NC(=O)c1ccccc1)C(F)(F)F (stereo not given)	·	·	-4.6	-12.5	-1.0	·	·
CCOc1cccc(OCCOCCn2cnc3ccccc3c2=O)c1	·	·	-0.5	1.1	1.9	·	·
O=C(C[C@H]1C[C@@H]2c3cc(NC(=O)CC4CC4)ccc3O[C@@H]2[C@@H](CO)O1)NCc1ccc(-c2ccccc2)cc1	0.9	9.1	-31.2	2.9	16.2	0.8	0.8
COc1ccc(S(=O)(=O)N2CCN(c3ncccn3)CC2)cc1	4.1	·	·	-11.1	·	2.6	-18.2
COCCOC(=O)c1c(C)oc2ccc(OC(=O)c3ccco3)cc12	2.1	-1.8	·	-2.9	·	1.7	-14.1
CC(=O)Nc1cccc(-c2ccnc3c2CC(C(=O)NCc2cccc(Cl)c2)O3)c1 (stereo not given)	-1.2	0.2	-28.3	4.7	-52.0	0.9	2.9
Cc1ccc(C(=O)OCC(=O)Nc2ncc(Cl)cc2Cl)cc1NC(=O)c1ccco1	-4.6	1.7	-6.6	·	-6.0	11.1	2.2
C[C@H]1CCCCO[C@H](CN(C)C(=O)Nc2ccc(F)cc2)[C@@H](C)CN([C@@H](C)CO)C(=O)c2cc(N(C)C)ccc2O1	·	·	-1.2	·	27.0	·	8.1
COc1cccc(C2Nc3ccccc3C(=O)N2c2ccc(F)cc2)c1O (stereo not given)	0.1	-3.9	?	-1.2	2.9	-0.1	-25.1
COc1cccc(NC(=O)N(C)C[C@@H]2Oc3ncc(C#Cc4cccnc4)cc3C(=O)N([C@@H](C)CO)C[C@H]2C)c1	0.4	3.7	-2.9	·	10.8	-1.6	14.2
O=C(CCNC(=O)c1ccc(Br)cc1)NCc1ccncc1	0.5	1.1	-3.0	-1.8	-4.5	-4.9	18.3
CCC(=O)N(C)C[C@H]1Oc2cc(C#C[C@H](C)O)ccc2S(=O)(=O)N([C@@H](C)CO)C[C@H]1C	13.1	-1.2	1.8	1.9	-5.2	2.6	1.4
CO[C@@H]1CN(C)C(=O)c2ccc(NC(=O)C3CCCCC3)cc2OC[C@@H](C)N(C(=O)c2ccccc2)C[C@H]1C	-1.5	7.7	2.8	6.3	7.4	-3.0	3.6

Full records from above. Order of screens: S100A4 MyoIIA	SIRT5 block	esBAF inh	FN deposition inh	C2C12 statin	Casp6 inh	LGR2 inh
`CCOC(=O)CNC(=O)N1CCc2ccc(NC(=O)c3ccccc3Cl)cc2C1` reads -1.1	-1.0	11.8	5.6	6.3	-2.0	-14.8
`COc1cccc(NC(=O)N(C)C[C@@H]2Oc3ncc(C#Cc4cccnc4)cc3C(=O)N([C@@H](C)CO)C[C@H]2C)c1` reads 0.4	3.7	-2.9	·	10.8	-1.6	14.2

Later entries.
Molecule	S100A4 MyoIIA	SIRT5 block	esBAF inh	FN deposition inh	C2C12 statin	Casp6 inh	LGR2 inh
CCC1(c2ccccc2)NC(=O)N(CC(=O)Nc2ccccc2C(=O)NC2CCCC2)C1=O (stereo not given)	-0.2	9.2	-6.9	-10.6	-8.2	-1.5	6.0
COc1cc(OC)cc(C(=O)Nn2cc(C(=O)N3CCN(C)CC3)c3ccccc3c2=O)c1	·	·	3.4	-4.9	2.6	·	·
CC(=O)N1c2ccccc2C(CBr)=CC1(C)C	1.1	-4.6	·	3.8	·	2.4	·
CCCOP(=O)(OCCC)c1nc(-c2ccccc2)oc1NCc1ccccc1	-4.8	-3.3	·	-8.9	·	3.0	7.4
